High-throughput results (PubChem)
Tb MetRS inh = Trypanosoma brucei MetRS inhibition; purified T. brucei MetRS, ATP depletion, Kinase-Glo luminescence; inhibition, % at 11.9 µM; hit rate 0.4% among 360,000; AID 624268;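 active = inhibition above a per-plate cutoff of the control wells' mean inhibition plus 3 SD, cut at about 5.5% in these data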;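 note: 0% = DMSO wells median and 100% = median of wells with control inhibitor compound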
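Test system – parasite MetRS enzyme · Reagent – substrates ATP, L-methionine and bulk Escherichia coli tRNA · Doses – 11.9 µM compound single dose, 0.9% DMSO · Times – 15 min enzyme-compound preincubation, 2 h reaction, 10 min detection, 25 °C · Signal – Kinase-Glo luminescence, ATP depletion format · Controls – DMSO-only wells as low control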
STEP inh = STEP (human) phosphatase inhibition; P54829; recombinant STEP, OMFP fluorogenic substrate, fluorescence; inhibition, % at 20 µM; hit rate 0.25% among 360,000;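 active = inhibition at 20 µM, scaled per plate between control wells, above about 37%, limit read from the data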;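 note: 0% = DMSO with enzyme and substrate and 100% = substrate only without enzyme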
Target sequence (P54829 whole entry, looked up): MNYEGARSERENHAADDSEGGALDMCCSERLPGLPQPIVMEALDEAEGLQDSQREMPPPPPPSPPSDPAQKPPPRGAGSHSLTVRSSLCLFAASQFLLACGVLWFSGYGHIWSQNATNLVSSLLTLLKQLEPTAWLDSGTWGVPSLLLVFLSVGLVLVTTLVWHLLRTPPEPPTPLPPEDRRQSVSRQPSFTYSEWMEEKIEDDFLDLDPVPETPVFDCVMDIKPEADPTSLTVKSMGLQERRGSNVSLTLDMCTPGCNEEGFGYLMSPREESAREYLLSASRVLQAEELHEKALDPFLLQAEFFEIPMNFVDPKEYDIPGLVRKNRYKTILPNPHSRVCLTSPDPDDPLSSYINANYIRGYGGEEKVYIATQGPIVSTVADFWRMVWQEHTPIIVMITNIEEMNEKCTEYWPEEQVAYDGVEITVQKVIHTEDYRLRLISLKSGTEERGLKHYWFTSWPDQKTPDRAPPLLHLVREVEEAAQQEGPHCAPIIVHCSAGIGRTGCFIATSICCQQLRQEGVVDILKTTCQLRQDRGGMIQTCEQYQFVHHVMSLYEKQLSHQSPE
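System: STEP (striatal-enriched tyrosine phosphatase) enzyme, cell-free; medium: Bis-Tris pH 6.0 buffer with DTT, detergent; dosing: 20 µM, 1% DMSO; times: reaction 20 min, ambient temperature; detection: fluorescence, 480/540 nm; read-out basis: normalized % inhibition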
Rpn11 block = blocks the human proteasome subunit Rpn11; hit rate 0.59% among 360,000; O00487; calls only at 20 µM; human 26S proteasome, Ub4-pepOG fluorescence polarization; 20S core pre-blocked with epoxomicin;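 active = inhibition at 20 µM, scaled to each plate's controls, above about 33%, limit read from the data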
MsrA inh = bovine MsrA inhibition. hit rate 0.75% among 360,000. inhibition, % at 15.5 µM. purified bovine MsrA, absorbance read-out; in the data active = inhibition above about 4.5%;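 note: 0% = vehicle wells with enzyme and 100% = reference inhibitor wells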
SUMO1-SIM PPI = modulators of human SUMO1-mediated protein-protein interactions | P63165 | SUMO1 binding to a labelled peptide, TR-FRET, 1 h | inhibition, % at 20 µM | hit rate 0.33% among 360,000; in the data active = inhibition above about 37%
Target sequence (P63165 whole entry, looked up): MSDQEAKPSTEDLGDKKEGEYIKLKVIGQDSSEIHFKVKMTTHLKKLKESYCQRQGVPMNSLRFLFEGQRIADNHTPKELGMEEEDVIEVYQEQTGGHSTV
LMPTP block = blocks human LMPTP phosphatase; P24666; recombinant LMPTP-A, OMFP fluorogenic substrate, fluorescence intensity; inhibition, % at 20 µM; hit rate 0.22% among 360,000; AID 651560;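 active = compounds that cut the enzyme signal by at least half of the control window in the single-dose screen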;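 note: plate controls were DMSO wells with enzyme plus substrate for no effect and substrate without enzyme for full effect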
Target sequence (P24666 whole entry, looked up): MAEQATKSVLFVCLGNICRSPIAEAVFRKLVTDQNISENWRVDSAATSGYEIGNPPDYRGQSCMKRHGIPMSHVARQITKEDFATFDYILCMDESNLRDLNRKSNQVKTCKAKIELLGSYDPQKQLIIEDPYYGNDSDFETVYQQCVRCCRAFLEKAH
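Test system: LMPTP-A phosphatase enzyme. Amount: LMPTP-A at 0.625 nM final in the reaction. Reagent: OMFP substrate, 400 µM final. Times: 50 min at room temperature. Signal: endpoint fluorescence intensity from OMFP dephosphorylation. Read-out basis: % inhibition. Benchmarks: no-enzyme and uninhibited controls.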
Scp1 inh = Scp-1 (human) phosphatase inhibition. Q9GZU7. Recombinant Scp1, phosphopeptide, malachite green phosphate absorbance. inhibition, % at 20 µM. hit rate 0.88% among 340,000;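 active = inhibition above about 50% at 20 µM, limit read from the data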;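 note: plate controls were DMSO wells with enzyme for no effect and wells lacking enzyme for full effect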
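assay system = SCP-1 phosphatase catalytic domain, residues 76-261 | buffer or medium = 50 mM Tris acetate pH 5.5, 0.005% Tween-20, 10 mM MgCl2 | incubation = enzyme reaction 45 min at room temperature, colour 5 min, stabilisation 30 min | signal = Phosphate-binding colour reagent, absorbance read at 630 nm | measure = % inhibition at 20 µM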
NadD block = NadD (S. aureus) enzyme inhibition | inhibition, % at 20 µM | hit rate 0.78% among 360,000 | purified NadD enzyme, colorimetric absorbance read-out | AID 602399; in the data active = inhibition above about 26%; note: some compounds past the cut are filed as inactive
DNMT1 inh = inhibitors of human DNMT1 | P26358 | DNMT1 molecular beacon, Hinp1I cleavage, fluorescence | inhibition (reported as % activation of signal), % at 10 µM | hit rate 0.83% among 360,000 | AID 588458; in the data active = inhibition above about 50%
CSN inh = inhibitors of human CSN-mediated cullin deneddylation | Q92905 | Purified CSN, SCF-Nedd8-OG deneddylation, fluorescence polarization | inhibition, % at 12.5 µM | hit rate 0.38% among 360,000;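 active = pattern-corrected inhibition above about 35%, with an unprinted fluorescence ratio check between 0.5 and 1.5, limit read from the data, passing the limit was not always enough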;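 note: 0% = enzyme with substrate and 100% = substrate without enzyme; some results filed as inactive read as strong as hits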
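Material: purified human Csn5 enzyme expressed in HEK293T cells / Medium: Tris buffer pH 7.5, NaCl, DTT, Tween-20, trehalose, ovalbumin / Compound dosing: 12.5 µM single point / Schedule: 90 min incubation of compound, enzyme and substrate at room temperature / Signal: fluorescence polarization of the substrate / Control set: no-enzyme wells high, enzyme-with-substrate wells low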
An asterisk follows results filed as active. Rows were taken by chance; 3.9% or so of the library scored in one or more.

Screening CC(C)(C)c1ccc(C(=O)NCC2CCCN2S(=O)(=O)c2ccccc2)cc1 (centres undefined) returned Tb MetRS inh -0.3, STEP inh -2, Rpn11 block inactive, MsrA inh 1.7, SUMO1-SIM PPI 4, LMPTP block 2.0, Scp1 inh -7, NadD block -3, DNMT1 inh 1 and CSN inh 0.
Screening O=C(O)c1cccc(-n2nnnc2SCc2ccccn2)c1 returned Tb MetRS inh 2.3, STEP inh 1, Rpn11 block inactive, MsrA inh 0.3, SUMO1-SIM PPI 0, LMPTP block -1.7, Scp1 inh -3, NadD block 0, DNMT1 inh 1 and CSN inh -2.
Screening C/C(=N\NC(=O)c1cccs1)c1ccc(C(=O)O)s1 returned Tb MetRS inh -0.3, STEP inh -1, Rpn11 block inactive, MsrA inh 2.7, SUMO1-SIM PPI -10, LMPTP block -0.5, Scp1 inh -4, NadD block 4, DNMT1 inh 1 and CSN inh 0.
COc1cccc(-c2sc3ccc(OC)cc3c2-c2ccc(C(N)=O)cc2)c1 was read as Tb MetRS inh -0.3, STEP inh -2, Rpn11 block inactive, MsrA inh 1.0, SUMO1-SIM PPI -6, LMPTP block -1.4, Scp1 inh -4, NadD block -14, DNMT1 inh 17 and CSN inh -2.
For COC(=O)C1=CN(CC2CCCO2)C=C(C(=O)OC)C1c1ccsc1 (centres undefined) the results were Tb MetRS inh 0.3, STEP inh -2, Rpn11 block inactive, MsrA inh 1.7, SUMO1-SIM PPI -3, LMPTP block 0.0, Scp1 inh -15, NadD block 4, DNMT1 inh 1 and CSN inh 4.
`COC(=O)c1ccc(C(=O)OC)c(NC(=O)Oc2ccccc2)c1` gave Tb MetRS inh 0.6, STEP inh 1, Rpn11 block inactive, MsrA inh -0.8, SUMO1-SIM PPI 13, LMPTP block 0.5, Scp1 inh -11, NadD block -9, DNMT1 inh 3 and CSN inh -3.
Cc1ccc2nc(NC(=O)c3cc(-c4ccco4)nc4ccccc34)sc2c1 was read as Tb MetRS inh -0.4, STEP inh 0, Rpn11 block inactive, MsrA inh 1.1, SUMO1-SIM PPI 7, LMPTP block -1.3, Scp1 inh -2, NadD block 23, DNMT1 inh -10 and CSN inh 4.
For O=C(CNC(=O)c1cccc(Cl)c1)N/N=C/c1cccnc1 the results were Tb MetRS inh 1.4, STEP inh 5, Rpn11 block inactive, MsrA inh -0.5, SUMO1-SIM PPI -4, LMPTP block -0.2, Scp1 inh -3, NadD block 3, DNMT1 inh 5 and CSN inh 2.
Cc1ccccc1N(CC(=O)N/N=C/c1ccc(F)cc1)C(=O)c1ccccc1 was read as Tb MetRS inh -0.2, STEP inh -1, Rpn11 block inactive, MsrA inh -0.3, SUMO1-SIM PPI 5, LMPTP block 0.1, Scp1 inh -8, NadD block -2, DNMT1 inh -6 and CSN inh 7.
COc1ccc(NC(=O)CCCC(=O)NCCc2ccc(OC)c(OC)c2)cc1 was read as Tb MetRS inh -1.5, STEP inh -1, Rpn11 block inactive, MsrA inh -1.5, SUMO1-SIM PPI -6, LMPTP block -2.5, Scp1 inh 6, NadD block 0, DNMT1 inh 0 and CSN inh -1.
`Cc1c(NC(=S)NC(=O)c2ccco2)c(=O)n(-c2ccccc2)n1C` gave Tb MetRS inh -0.5, STEP inh -5, Rpn11 block inactive, MsrA inh 0.1, SUMO1-SIM PPI -1, LMPTP block 0.4, Scp1 inh -1, NadD block -3, DNMT1 inh 4 and CSN inh -3.
Screening CCN(CC(=O)NC1CCS(=O)(=O)C1)S(=O)(=O)c1ccc(C)cc1C (centres undefined) returned Tb MetRS inh 0.2, STEP inh -2, Rpn11 block inactive, MsrA inh -1.2, SUMO1-SIM PPI 2, LMPTP block -1.1, Scp1 inh -1, NadD block 0, DNMT1 inh -2 and CSN inh -8.
For O=c1oc2c(CN3CCCCC3)c(O)ccc2cc1-c1nc2ccccc2[nH]1 the results were Tb MetRS inh 0.7, STEP inh -6, Rpn11 block inactive, MsrA inh 0.2, SUMO1-SIM PPI -1, LMPTP block -0.5, Scp1 inh -6, NadD block -1, DNMT1 inh 7 and CSN inh -4.
Screening COC(=O)c1ccc(NC(=O)c2ccc(C)cc2)o1 returned Tb MetRS inh -1.3, STEP inh -1, Rpn11 block inactive, MsrA inh 0.4, SUMO1-SIM PPI 0, LMPTP block -1.2, Scp1 inh -6, NadD block -4, DNMT1 inh 1 and CSN inh 4.
Screening COc1ccc(Cn2c(-c3ccc(Cl)cc3)c[n+]3ccccc23)cc1 returned Tb MetRS inh 0.1, STEP inh 5, Rpn11 block inactive, MsrA inh 0.5, SUMO1-SIM PPI -1, LMPTP block -0.6, Scp1 inh 5, NadD block 4, DNMT1 inh 0 and CSN inh 3.
Screening CCOc1ccc(NCc2nnc(SCC(=O)Nc3cc(C)on3)n2-c2ccc(OC)cc2)cc1 returned Tb MetRS inh 0.2, STEP inh 5, Rpn11 block inactive, SUMO1-SIM PPI -7, LMPTP block -0.3, Scp1 inh -2, NadD block 13, DNMT1 inh -10 and CSN inh 8.
`Cc1ccc2nc(-c3ccccc3)cn2c1` gave Tb MetRS inh -3.4, STEP inh -1, Rpn11 block inactive, MsrA inh 0.2, SUMO1-SIM PPI 1, LMPTP block -0.6, Scp1 inh -2, NadD block -5, DNMT1 inh 2 and CSN inh 0.
`Cc1ccc(NC(=S)NNC(=O)CSc2nc3ccccc3c(=O)n2-c2ccc(C)cc2)cc1` gave Tb MetRS inh 0.0, STEP inh 0, Rpn11 block inactive, MsrA inh 0.7, SUMO1-SIM PPI 3, LMPTP block 2.4, Scp1 inh -9, NadD block 20, DNMT1 inh -7 and CSN inh -8.
`CCC(CC)C(=O)Nc1cc(C(=O)NCCc2ccccc2)ccc1Cl` gave Tb MetRS inh -1.0, STEP inh 0, Rpn11 block inactive, MsrA inh -0.1, SUMO1-SIM PPI -4, LMPTP block -0.8, Scp1 inh 2, NadD block -5, DNMT1 inh 2 and CSN inh -5.
COc1ccccc1CNC(=O)COC(=O)c1c[nH]c2ccccc12 was read as Tb MetRS inh 0.3, STEP inh 0, Rpn11 block inactive, MsrA inh 0.3, SUMO1-SIM PPI -2, LMPTP block 0.1, Scp1 inh -5, NadD block 1, DNMT1 inh -2 and CSN inh 2.
Cc1noc(C)c1NC(=O)Nc1ccc2c(c1)C(=O)N([C@H](C)CO)C[C@H](C)[C@@H](CN(C)S(=O)(=O)c1cn(C)cn1)O2 was read as Tb MetRS inh 0.7, STEP inh 1, Rpn11 block inactive, MsrA inh -0.6, SUMO1-SIM PPI 0, LMPTP block -0.4, Scp1 inh 4, NadD block 2, DNMT1 inh 10 and CSN inh -2.
For CN1CCC(=NNC(=O)C(=O)Nc2ccc(F)cc2)CC1 the results were Tb MetRS inh 0.4, STEP inh -1, Rpn11 block inactive, MsrA inh -0.2, SUMO1-SIM PPI 0, LMPTP block -1.2, Scp1 inh -7, NadD block -26, DNMT1 inh 1 and CSN inh 2.
`O=C(CSc1nnc2c3c4c(sc3ncn12)CCCC4)NCc1ccco1` gave Tb MetRS inh -0.5, STEP inh -2, Rpn11 block inactive, MsrA inh -0.4, SUMO1-SIM PPI 2, LMPTP block -0.2, Scp1 inh -9, NadD block 6, DNMT1 inh 5 and CSN inh 3.

Filtered by structure: those above with a thiophene ring, fused or not (four)
Screening C/C(=N\NC(=O)c1cccs1)c1ccc(C(=O)O)s1 returned Tb MetRS inh -0.3, STEP inh -1, Rpn11 block inactive, MsrA inh 2.7, SUMO1-SIM PPI -10, LMPTP block -0.5, Scp1 inh -4, NadD block 4, DNMT1 inh 1 and CSN inh 0.
COc1cccc(-c2sc3ccc(OC)cc3c2-c2ccc(C(N)=O)cc2)c1 was read as Tb MetRS inh -0.3, STEP inh -2, Rpn11 block inactive, MsrA inh 1.0, SUMO1-SIM PPI -6, LMPTP block -1.4, Scp1 inh -4, NadD block -14, DNMT1 inh 17 and CSN inh -2.
For COC(=O)C1=CN(CC2CCCO2)C=C(C(=O)OC)C1c1ccsc1 (centres undefined) the results were Tb MetRS inh 0.3, STEP inh -2, Rpn11 block inactive, MsrA inh 1.7, SUMO1-SIM PPI -3, LMPTP block 0.0, Scp1 inh -15, NadD block 4, DNMT1 inh 1 and CSN inh 4.
`O=C(CSc1nnc2c3c4c(sc3ncn12)CCCC4)NCc1ccco1` gave Tb MetRS inh -0.5, STEP inh -2, Rpn11 block inactive, MsrA inh -0.4, SUMO1-SIM PPI 2, LMPTP block -0.2, Scp1 inh -9, NadD block 6, DNMT1 inh 5 and CSN inh 3.
